NSD2 inh: NSD2 histone methyltransferase inhibitors, primary screen, biochemical, AlphaScreen, single concentration, set 2 | Histone-lysine N-methyltransferase NSD2 (Homo sapiens), O96028 | NSD2 peptide methylation, 120 min | inhibition, % at 12.5 µM | hit rate 0.54% among 310,000; in the data active means inhibition above about 50%
Target sequence (O96028 whole entry, looked up): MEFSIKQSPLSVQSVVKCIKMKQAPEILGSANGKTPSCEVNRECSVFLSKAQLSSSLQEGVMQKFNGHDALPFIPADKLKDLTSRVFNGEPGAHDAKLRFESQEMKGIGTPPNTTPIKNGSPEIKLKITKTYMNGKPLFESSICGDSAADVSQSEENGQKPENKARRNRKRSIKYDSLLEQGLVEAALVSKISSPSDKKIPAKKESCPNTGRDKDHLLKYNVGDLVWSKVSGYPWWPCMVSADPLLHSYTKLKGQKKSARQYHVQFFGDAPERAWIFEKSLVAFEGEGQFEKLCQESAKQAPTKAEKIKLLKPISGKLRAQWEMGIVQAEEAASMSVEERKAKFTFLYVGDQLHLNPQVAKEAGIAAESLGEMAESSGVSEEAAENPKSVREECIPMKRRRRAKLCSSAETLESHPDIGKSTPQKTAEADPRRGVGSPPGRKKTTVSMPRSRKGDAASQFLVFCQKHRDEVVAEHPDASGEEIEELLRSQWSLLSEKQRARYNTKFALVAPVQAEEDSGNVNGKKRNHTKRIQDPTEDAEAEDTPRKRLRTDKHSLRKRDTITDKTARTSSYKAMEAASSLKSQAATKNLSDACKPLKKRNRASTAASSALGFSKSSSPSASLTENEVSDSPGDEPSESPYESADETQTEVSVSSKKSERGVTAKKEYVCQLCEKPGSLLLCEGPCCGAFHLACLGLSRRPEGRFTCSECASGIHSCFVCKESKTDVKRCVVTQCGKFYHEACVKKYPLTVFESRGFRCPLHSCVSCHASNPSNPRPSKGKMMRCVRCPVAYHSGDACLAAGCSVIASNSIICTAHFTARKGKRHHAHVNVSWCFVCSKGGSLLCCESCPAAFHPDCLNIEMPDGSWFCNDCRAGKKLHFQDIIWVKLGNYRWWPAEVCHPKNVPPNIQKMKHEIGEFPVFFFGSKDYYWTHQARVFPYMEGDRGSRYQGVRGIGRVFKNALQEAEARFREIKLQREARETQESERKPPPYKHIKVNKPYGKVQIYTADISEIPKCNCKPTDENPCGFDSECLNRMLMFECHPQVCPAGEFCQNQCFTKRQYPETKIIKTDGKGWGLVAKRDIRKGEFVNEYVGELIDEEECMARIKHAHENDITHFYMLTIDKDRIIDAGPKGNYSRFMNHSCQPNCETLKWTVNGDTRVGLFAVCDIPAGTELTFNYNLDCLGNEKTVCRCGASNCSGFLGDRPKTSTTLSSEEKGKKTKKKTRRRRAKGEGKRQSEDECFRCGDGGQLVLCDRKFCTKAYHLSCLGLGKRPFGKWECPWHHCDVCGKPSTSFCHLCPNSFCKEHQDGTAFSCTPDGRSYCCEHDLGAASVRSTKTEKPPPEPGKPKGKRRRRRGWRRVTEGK
PvdQ acylase: P. aeruginosa PvdQ acylase inhibitors, primary screen, biochemical, fluorescence, plate reader and imaging, single point. PvdQ acylase [Pseudomonas aeruginosa LESB58]. AID 488965, 2010. hit rate 0.063% among 340,000. purified PvdQ acylase. inhibition, % at 10 µM; in the data active means inhibition above about 30%, passing the limit was not always enough; inconclusive means no clear call, values can overlap the other calls;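 further: 0% = vehicle neutral wells and 100% = reference inhibitor wells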
SR-BI HDL uptake: inhibitors of SR-BI mediated HDL lipid uptake, primary screen, ldlA[mSR-BI] cells, fluorescence, single point. ldlA[mSR-BI] CHO cells, DiI-HDL uptake fluorescence, 3 h. inhibition, % at 12.5 µM. hit rate 0.96% among 320,000. AID 488896, 2010;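 active means mean replicate inhibition of at least 70% and a set share of replicates each scoring 70 or more; inconclusive means meets just one of the two criteria; inactive means fails both criteria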;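 further: 0% = median of neutral control wells and 100% = median of positive control wells; values of inactives mirror those of a sister screen read the other way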
dFosB act: activators of delta FosB homodimer, primary screen, biochemical, fluorescence polarization, TAMRA-CDK5 oligo, single point | Protein FosB (Mus musculus), P13346 | purified delta FosB; percent of positive-control signal above neutral wells | activation, % at 25 µM | hit rate 0.99% among 340,000;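 active means mean activation above about 17%, with every replicate also reaching it, limit read from the data, passing the limit was not always enough; inconclusive means only one of the two conditions met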;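 further: fluorescence polarization rise as delta FosB binds a TAMRA Cdk5 AP-1 oligo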
CAL PDZ FP-1: untagged CAL PDZ binding inhibitors, primary screen, biochemical, fluorescence polarization, HTS; inhibition, % at 24.9 µM; Golgi-associated PDZ and coiled-coil motif-containing protein (Homo sapiens), Q9HD26; AID 602252, 2012; purified CAL PDZ, TMR-peptide fluorescence polarization, 1 h; hit rate 0.92% among 300,000;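 active means mean inhibition of at least 30% with at least half of replicates also reaching 30%; inconclusive means no clear call, values can overlap the other calls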;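 further: 0% = DMSO neutral control and 100% = excess unlabeled competitor peptide PRC23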
Rtt109 HAT inh: inhibitors of C. albicans Rtt109/Vps75 HAT, primary screen, biochemical, ThioGlo CoA-SH fluorescence, plate reader | purified Rtt109/Vps75, 4 h | inhibition, % at 34.9 µM | hit rate 0.16% among 330,000 | AID 540336, 2011;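 active means inhibition of at least 50% in every replicate; inconclusive means best replicate reaches 50% inhibition but some replicates fall short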
SR-BI uptake up: activators of SR-BI mediated DiI-HDL uptake, primary screen, ldlA[mSR-BI] CHO cells, DiI fluorescence; 3 h; 100 = double the neutral-control signal; activation, % at 12.5 µM; hit rate 0.096% among 320,000; AID 504775, 2011;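 active means mean replicate activation of at least 60% and every replicate at or above 60%; inconclusive means mean or all-replicate condition met, but not both; inactive means mean below 60% and not all replicates reaching 60%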;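 further: 0% = median plate neutral-control signal and 100% = twice that signal; values of inactives mirror those of a sister screen read the other way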
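System: CHO ldlA[mSR-BI] cells / Medium: HEPES-buffered (25 mM, pH 7.4) F12 plus 0.5% BSA / Probe or stimulus: labelled HDL, 10 µg/mL / Doses: single compound concentration, delivered by pin transfer / Schedule: 3 h, 37 °C / Measured by: DiI fluorescence, bottom read / Measure: cell-associated DiI fluorescence as measure of HDL uptake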
PfHsp90 set2: growth inhibition of PfHsp90-expressing yeast, primary screen, antimalarial PfHsp90 inhibitor project, S. cerevisiae, BacTiter-Glo luminescence, single point, set 2 | hit rate 0.32% among 310,000 | BacTiter-Glo ATP, 48 h; yeast lacking PDR1 and PDR3 efflux regulators | inhibition, % at 9.4 µM | AID 504621, 2011;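 active means every replicate shows inhibition above about 80%, whatever the replicate mean, limit read from the data; inconclusive means mean inhibition reaches the set limit but some replicate falls short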;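 further: 0% = DMSO neutral controls and 100% = 20 µM radicicol positive controls; yeast relying on Plasmodium falciparum Hsp90 in place of its own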
CAL PDZ FP-2: CAL PDZ peptide-binding inhibitors, primary screen, biochemical, fluorescence polarization, Cer-tagged CAL PDZ, HTS. Golgi-associated PDZ and coiled-coil motif-containing protein (Homo sapiens), Q9HD26. purified CAL PDZ, TMR-peptide fluorescence polarization, 1 h. inhibition, % at 20 µM. hit rate 0.02% among 330,000. AID 504414, 2011;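 active means highest replicate inhibition of at least 40%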;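 further: plate controls were DMSO neutral control wells for no effect and unlabeled competitor peptide control wells for full effect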
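material = purified tagged CAL PDZ domain construct (CerCALP) | buffer or medium = sodium phosphate/NaCl buffer pH 7.4 with TCEP, IgG, Thesit | reagent = TMR-labelled reporter peptide T*-PRC34 bound in PDZ groove | incubation = 1 h room-temperature incubation prior to read | measured by = fluorescence polarization (mP) | evaluation = percent inhibition from loss of millipolarization | control set = unlabelled peptide and DMSO controls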
MITF act: activators of MITF-driven TRPM1 promoter reporter, primary screen, cell-based, SK-MEL-5, luciferase, single point. SK-MEL-5 TRPM1-promoter luciferase, 24 h; % of positive control, neutral wells = 0. activation, % at 12.5 µM. hit rate 0.75% among 300,000. AID 588334, 2011;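 active means mean activation of at least 80% with every replicate also reaching 80%; inconclusive means mean reaches 80% but some replicate falls short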;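 further: 0% = neutral control wells and 100% = parthenolide positive control wells; values of inactives mirror those of a sister screen read the other way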
* = called active by the depositor; ? = inconclusive; nt = no result given.

SMILES	NSD2 inh	PvdQ acylase	SR-BI HDL uptake	dFosB act	CAL PDZ FP-1	Rtt109 HAT inh	SR-BI uptake up	PfHsp90 set2	CAL PDZ FP-2	MITF act
O=C(Cc1ccc(NC(=O)C2CCCN(C(=O)C3CC3)C2)cc1)Nc1cccc(C(=O)N2CCCC2)c1 (configuration not stated)	nt	-3	62	-4	-2	-5	-62	-9	-0.9	-1
N/C(=N\OC(=O)COc1ccc2ccccc2c1)c1cccnc1	9	-9	nt	-14	-10	-5	nt	-7	-1.6	9
CCOc1ccc(S(=O)(=O)N(CC(=O)NCc2ccncc2)c2ccc(C)cc2)cc1	-1	-14	1	-5	-4	-3	-1	-26	-2.9	2
COc1ccc2c(c1)CCc1cnoc1-2	0	-9	-25	-8	-4	-4	25	-4	-0.2	45
CCn1nc(C(=O)Nc2ccccc2N2CCCC2)c2ccccc2c1=O	8	-8	60	-4	-5	3	-60	18	-0.1	-10
COc1ccc(OC)c(C2C3=C(N=c4s/c(=C\c5cccc(O)c5)c(=O)n42)c2ccccc2CC3)c1 (configuration not stated)	0	14	-2	2	0	nt	2	3	-2.5	-48
CCc1ccc2c(c1)cc(CN(C(=S)Nc1ccccc1Cl)C1CC1)c1nnnn12	nt	-6	5	-5	0	-1	-5	4	0.1	6
COc1ccc(Cc2cc(NCc3ccccc3)c3ncn(C(C)C)c3c2)cc1	nt	-5	-4	-7	-2	-3	4	-15	-0.6	-5
COC(=O)c1cccc(N2CCCC2=O)c1	8	0	nt	-6	-7	0	nt	23	1.1	3
O=C(Nc1ccc(S(=O)(=O)NC2=NCCCCC2)cc1)c1ccc(=O)[nH]c1	-2	-8	-10	-4	nt	-13	10	-26	-2.2	-1
COc1ccc(CNc2nc3nc(C)cc(C)n3n2)cc1OC	5	1	11	-3	1	-8	-11	2	-0.8	nt
CC(=O)Nc1ccc(NC(=O)C(C)OC(=O)CCC2CCCCC2)cc1 (configuration not stated)	1	-1	-7	-13	-3	-1	7	-4	-1.4	-7
N#CC1(NC(=O)COC(=O)c2cc([N+](=O)[O-])ccc2N2CCOCC2)CCCCC1	4	7	45	10	-7	nt	-45	21	-0.1	-4
O=C(COc1ccc2c(C(F)(F)F)cc(=O)oc2c1)Nc1ccc(N2CCOCC2)cc1	-2	-15	-6	0	-1	-6	6	-8	-2.1	-2
CCc1[nH]c(C(=O)O)c(C)c1C(=O)OC	5	9	nt	-1	2	4	nt	-5	-2.8	-11
N=c1c(S(=O)(=O)c2ccccc2)cc2c(=O)n3ccccc3nc2n1C1CCCC1	-1	12	nt	6	nt	21	nt	-12	0.1	8
O=C(CN(Cc1cccs1)C(=O)CN1C(=O)COc2ccccc21)NCc1ccco1	-1	-4	-15	?	nt	-8	15	16	-2.3	2
O=C(COC(=O)C1CCN(c2ccc(C(F)(F)F)cn2)CC1)NCc1ccc(Cl)cc1Cl	-2	-3	-14	-6	-4	1	14	10	-1.4	2
Cc1ccccc1Nc1c([N+](=O)[O-])ccc2nonc12	2	8	14	-1	-3	-3	-14	-14	-0.1	1
CC(C)(C)C(=O)Nc1cccc(-c2ncon2)c1	-4	-10	-1	-4	-5	1	1	31	2.1	2
COc1cc(C)nn1-c1ccc(Cl)cc1	-1	-11	-1	0	-6	-1	1	nt	-1.7	11
Cc1ccc2c(c1)C(c1ccccc1)N(C(=O)c1c(F)cccc1Cl)CC(=O)N2 (configuration not stated)	2	0	-11	-12	-7	5	11	9	-0.6	-10
Cc1ccc(CN2CCN(/N=C/c3ccc(Cl)c([N+](=O)[O-])c3)CC2)cc1	20	-15	-7	-8	3	-10	7	40	0.5	-6
COC(=O)c1sccc1NC(=O)c1ccc(OC)c(OC)c1	1	-15	34	-9	1	-1	-34	3	-2.1	-3
Nc1nc2ccccc2cc1-c1cccs1	-9	-7	8	-3	-5	11	-8	13	-1.3	90*
Going on with the list:
SMILES	NSD2 inh	PvdQ acylase	SR-BI HDL uptake	dFosB act	CAL PDZ FP-1	Rtt109 HAT inh	SR-BI uptake up	PfHsp90 set2	CAL PDZ FP-2	MITF act
CN(C)CCN(CC1CCCN(Cc2ccccc2F)C1)C(=O)c1ccc(F)cc1 (configuration not stated)	2	-5	5	-5	3	5	-5	21	-10	3
COc1cc(-c2nc(-c3ccccn3)no2)cc(OC)c1OC	-7	-2	30	-23	-2	10	-30	11	-2.0	63
COc1ccc(Br)cc1S(=O)(=O)n1nc(C)cc1C	-3	-9	40	1	-2	-2	-40	-1	-0.5	nt
CC(C)NC(=S)NC(=O)c1ccc(-c2ccccc2)cc1	-1	-6	48	-2	0	-3	-49	3	-1.6	-7
Cc1cc(NS(=O)(=O)c2ccc(Br)s2)no1	-1	-3	-29	-5	0	-5	29	7	-3.3	-4
Cc1[nH]c(=O)c(C#N)c2c1CCCC2	5	-5	1	-6	nt	1	-1	nt	-2.7	3
COc1cccc(NC(=O)CSc2nnc(CNC(=O)c3ccco3)n2C)c1	-1	-13	-15	1	-3	-12	15	nt	-3.5	10
Cc1cc(Cl)ccc1OCC(=O)NNC(=O)c1cnccn1	1	-5	-9	0	-2	-5	9	-11	-0.9	2
Cn1c(N)c(C(=O)NCc2ccccc2)sc1=S	2	4	8	-7	-1	-6	-8	-32	0.0	nt
COc1ncnc2c1N=C1CC(C)(C)CC(N)=C1S2	nt	-11	-26	-10	2	6	26	14	0.3	-6
CCc1nc(NCCCCCO)c2nnn(Cc3ccccc3F)c2n1	0	-8	10	2	-3	11	-10	-10	-1.1	-13
O=C(c1cc(-c2cccs2)nc2ccccc12)N1CCN(S(=O)(=O)c2ccccc2)CC1	5	6	11	-10	nt	3	-11	-21	-3.4	0
COc1ccc(/C=N/NC(=O)c2nnn(-c3nonc3N)c2-c2cccs2)cc1OC	0	-23	48	-6	2	-13	-48	-34	-1.1	28
O=C(NNC(=O)c1cccs1)c1ccc(Cl)cc1	2	-15	-6	4	-2	0	6	-9	-1.1	16
CCOC(=O)CNc1nc(C(C)(C)C)nc2c1nnn2Cc1ccccc1	-3	6	2	-8	5	1	-2	-4	-0.4	nt
COc1ccc(NC(=O)NC23CC4(C)CC(C)(CC(C)(C4)C2)C3)cc1OC	-1	4	-28	-14	2	17	28	-3	-0.8	7
CCOC(=O)CNc1nc(Cl)nc(Nc2ccc(Cl)cc2)n1	-1	-19	10	?	-7	-5	-10	1	-0.8	9
CC(C)CCC(C)NC(=O)Cc1ccc(S(=O)(=O)N2CCOCC2)s1 (configuration not stated)	10	5	-19	-5	-5	-2	19	-31	-0.1	-14
COc1cccc(CNc2nc3ccccc3n2CCN2CCCCC2)c1OC	6	-6	9	-16	3	0	-9	6	-4.0	3
CCSc1nnc(NC(=O)Nc2cccc(C)c2)s1	-3	3	nt	-3	1	-7	nt	-12	-3.2	63
COc1cc(/C=C2\SC(N)=NC2=O)cc(Br)c1O	-1	1	13	-2	3	0	-13	-10	0.6	nt
CC(C)(C)C(=O)C(Cc1ccccc1)n1cncn1 (configuration not stated)	-1	-18	16	3	18	3	-16	40	nt	-4
CC1CN(C(=O)COC(=O)CSc2ccc([N+](=O)[O-])cc2)CC(C)O1 (configuration not stated)	-2	-4	-2	0	-2	8	2	nt	-1.1	-2
NNC(=O)C1CC1c1ccccc1 (configuration not stated)	-2	-1	-7	3	-2	20	7	1	-2.1	-4
Cc1cc(C(=O)c2ccccc2)c(NC(=O)CCl)s1	6	-12	13	-8	-4	-3	-13	-5	-3.3	1
COc1cc2[nH]c(=S)nc(NCc3ccccc3)c2cc1OC	5	-4	19	-4	-2	-7	-19	0	0.1	5
CNS(=O)(=O)c1cn(CC(=O)NCc2ccc(OC)cc2)cc1S(=O)(=O)NC	1	-4	5	-2	-7	0	-5	-19	-0.7	2
Fc1ccccc1Cc1noc(CN2CCN(C/C=C/c3ccccc3)CC2)n1	1	-9	nt	-7	0	5	nt	-37	-0.6	-1

Reformatted comma-delimited: ten of the compounds above.
mol,NSD2 inh,PvdQ acylase,SR-BI HDL uptake,dFosB act,CAL PDZ FP-1,Rtt109 HAT inh,SR-BI uptake up,PfHsp90 set2,CAL PDZ FP-2,MITF act
CN(C)CCN(CC1CCCN(Cc2ccccc2F)C1)C(=O)c1ccc(F)cc1 (configuration not stated),2,-5,5,-5,3,5,-5,21,-10,3
COc1cc(-c2nc(-c3ccccn3)no2)cc(OC)c1OC,-7,-2,30,-23,-2,10,-30,11,-2.0,63
COc1ccc(Br)cc1S(=O)(=O)n1nc(C)cc1C,-3,-9,40,1,-2,-2,-40,-1,-0.5,nt
CC(C)NC(=S)NC(=O)c1ccc(-c2ccccc2)cc1,-1,-6,48,-2,0,-3,-49,3,-1.6,-7
Cc1cc(NS(=O)(=O)c2ccc(Br)s2)no1,-1,-3,-29,-5,0,-5,29,7,-3.3,-4
Cc1[nH]c(=O)c(C#N)c2c1CCCC2,5,-5,1,-6,nt,1,-1,nt,-2.7,3
COc1cccc(NC(=O)CSc2nnc(CNC(=O)c3ccco3)n2C)c1,-1,-13,-15,1,-3,-12,15,nt,-3.5,10
Cc1cc(Cl)ccc1OCC(=O)NNC(=O)c1cnccn1,1,-5,-9,0,-2,-5,9,-11,-0.9,2
Cn1c(N)c(C(=O)NCc2ccccc2)sc1=S,2,4,8,-7,-1,-6,-8,-32,0.0,nt
COc1ncnc2c1N=C1CC(C)(C)CC(N)=C1S2,nt,-11,-26,-10,2,6,26,14,0.3,-6

Screening data as filed in PubChem BioAssay.
